# T cell modulator: T cell immune modulators affecting CD8 T cell-vesicle binding; 0.068% of 330,000 active; 2C CD8+ T cell-vesicle binding, flow cytometry; stronger effect = lower value; calls only at 7 µM;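 active = response, share of CD8 T cells binding vesicles, and their 90th percentile fluorescence all below set limits, cut at about 80% in these data, passing the limit was not always enough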
#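 material = purified 2C TCR transgenic mouse naive CD8+ T cells | controls = Unloaded micro-vesicles (low), QL9 vesicles with 0.7% DMSO (high) | detection = cytometric PE anti-B7-1 and Alexa647 anti-CD8 signals after 1% paraformaldehyde fixation | incubation = binding step 1.5 h, 37 °C, antibody labelling 20 min, ice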
# Large T inhibition: TAg ATPase/helicase activity blockers – biochemical (AID 1903) | one-dose inhibition, % at 20 µM; IC50 in µM for titrated hits | SV40 large T antigen ATPase/helicase inhibition assay; higher % means a stronger effect | 0.39% of 310,000 active; in the data active = a potency from the dose series; also: strong numbers were not always called active
# GPR55 LPI antagonism: inhibition of LPI-stimulated GPR55 beta-arrestin translocation – imaging, U2OS, beta-arrestin-GFP, LPI agonist, primary screen (AID 2013) | 0.13% of 290,000 active | U2OS GPR55 beta-arrestin-GFP translocation imaging, LPI antagonism; higher % means a stronger effect | one-dose inhibition, % at 10 µM; IC50 in µM for titrated hits;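 active = spots per cell inhibited over 60%, with over 100 cells counted and total cytoplasm intensity under 500,000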;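 also: U2OS cells stably carrying GPR55 and arrestin-GFP stimulated by 5 µM LPI near EC80; imaged beta-arrestin-GFP aggregate spots per cell after agonist stimulation; plate controls were LPI-stimulated DMSO wells for no effect and DMSO wells without LPI for full effect; some results filed as inactive read as strong as hits; confirmed hits need IC50 under 10 µM and bright autofluorescent wells are also inconclusive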
# GPR35 antagonists: GPR35 antagonists blocking zaprinast-driven arrestin recruitment, primary screen, imaging, U2OS, beta-arrestin-GFP, zaprinast agonist (AID 2058); one-dose inhibition, % at 10 µM; IC50 in µM for titrated hits; 0.052% of 290,000 active; U2OS GPR35 beta-arrestin-GFP translocation imaging, zaprinast antagonism; higher % means a stronger effect;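 active = inhibition of at least 50% with at least 30 cells and total cytoplasm GFP at most 10,000,000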
# MgcRacGAP inhibition: MgcRacGAP GTPase-activating activity inhibitors, confirmation, biochemical, ADP Hunter fluorescence | MgcRacGAP-stimulated Rac1 GTP hydrolysis, ADP Hunter fluorescence; higher % means a stronger effect; GST-tagged Rac1 F28L mutant substrate | inhibition, % at 30 µM; hits with a dose series show IC50 in µM | 0.6% of 340,000 active | AID 624330;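 active = first-screen hits whose inhibition reached a set limit at any dose in the follow-up dose series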;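 also: fluorescence reports GDP produced by GAP-driven GTP hydrolysis; strong numbers were not always called active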
# LYP phosphatase: PTPN22 lymphoid phosphatase activity blockers – biochemical, fluorescence intensity, uHTS (AID 1779) | recombinant LYP phosphatase, fluorescence intensity; higher % means a stronger effect | inhibition, % at 11.5 µM, or IC50 in µM where a hit was titrated | 0.054% of 290,000 active; in the data active = inhibition above about 50%;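 also: plate controls were vehicle with enzyme for no effect and no enzyme for full effect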
# NTR1 ag: NTR1-driven beta-arrestin-GFP spot formation – imaging, U2OS cells, high content, primary screen (AID 493036); P30989; agonist mode; activation, % at 20 µM; 0.17% of 330,000 active;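 active = activation at or above 40% of the spot to cytoplasm intensity ratio, with at least 20 cells analyzed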;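 also: 0% = DMSO without peptide and 100% = 100 nM NTR1 peptide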
# Target sequence (P30989 whole entry, looked up): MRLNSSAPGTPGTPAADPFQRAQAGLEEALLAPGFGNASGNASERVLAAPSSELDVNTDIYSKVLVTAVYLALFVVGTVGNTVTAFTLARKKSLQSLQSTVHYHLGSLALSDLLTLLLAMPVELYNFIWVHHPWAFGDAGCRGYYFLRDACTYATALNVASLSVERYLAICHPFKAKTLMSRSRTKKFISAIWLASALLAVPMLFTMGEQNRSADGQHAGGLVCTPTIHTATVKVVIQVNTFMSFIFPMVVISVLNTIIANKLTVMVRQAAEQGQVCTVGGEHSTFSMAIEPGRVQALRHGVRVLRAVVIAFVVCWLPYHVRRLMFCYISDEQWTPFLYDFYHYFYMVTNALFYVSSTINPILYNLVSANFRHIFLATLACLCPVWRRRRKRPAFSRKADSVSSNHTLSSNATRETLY
# Hep lipid drop: hepatic lipid droplet formation modulation; AML12 mouse hepatocytes, oleate lipid droplets, BODIPY imaging; 0.4% of 240,000 active; inhibition, % at 6.5 µM;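 active = lipid droplet intensity inhibited by at least 50%, with more than 500 cells counted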
#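 System: AML12 hepatocytes (mouse). Probe or stimulus: oleic acid at 100 µM to induce lipid droplet formation. Times: overnight treatment with compound plus oleate. Detection: Image-based BODIPY and DAPI two-channel analysis. Evaluation: percent inhibition of filter-corrected integrated lipid droplet intensity per well.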
# GPR55 activation: GPR55 agonists via beta-arrestin recruitment, primary screen, imaging, U2OS cells, beta-arrestin-GFP redistribution (AID 1961); U2OS GPR55 beta-arrestin-GFP redistribution imaging; higher % means a stronger effect; activation, % at 10 µM; hits with a dose series show EC50 in µM; 0.048% of 290,000 active;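 active = activation above 40% with more than 50 cells counted in the well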;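 also: U2OS osteosarcoma cells stably expressing GPR55 and beta-arrestin-GFP; plate controls were DMSO negative control for no effect and LPI positive control for full effect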
# Hep lipid drop cells 6.5 µM: further read-out of Hep lipid drop, marked with its call; cell count; measured here: cell count, cytotoxicity flag;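 cells counted across two imaged fields per well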
# T cell modulator vesicle-bound %: also measured in T cell modulator; calls as there; double positive events, %; measured here: CD8+ vesicle-bound cell fraction;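 binding gate set so that unloaded-vesicle control wells show 10% double positive cells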
# NTR1 ag cell count 20 µM: second read-out of NTR1 ag, no call of its own (marks repeat the call); cell count; measured here: cell count, cytotoxicity flag
# * = called active by the depositor; i = inactive; / = no result given.
# Values in the order: MgcRacGAP inhibition	Hep lipid drop	GPR55 activation	T cell modulator	NTR1 ag	GPR55 LPI antagonism	GPR35 antagonists	Hep lipid drop cells 6.5 µM	LYP phosphatase	NTR1 ag cell count 20 µM	Large T inhibition	T cell modulator vesicle-bound %
> COc1ccc(CNC(=S)NC2CCCC2)cc1
→ -3%	-30	0.6%	i	1.5	11%	16%	612	-4%	70	12%	13
> CCN1CC(O)=C(c2nc3ccccc3s2)C1=N
→ 28%	-3	0.0%	i	-0.1	-1%	-4%	756	3%	74	3%	47
> COc1cccc(-c2cnc(NCc3cc(Cl)ccc3O)n2C)c1
→ 26%	/	-0.2%	i	3.9	3%	5%	/	-4%	79	4%	36
> CC1=C(C(=O)Nc2cccnc2)C(c2ccncc2)n2nnnc2N1 (centres undefined)
→ 7%	/	/	i	-1.1	/	/	/	/	59	5%	18
> CN1c2ccsc2C(O)=C(C(=O)Nc2ccccc2)S1(=O)=O
→ 6%	-10	0.7%	i	-1.3	15%	-4%	574	6%	83	7%	18
> COc1ccccc1C1CCN(C(=O)c2cccs2)CC1
→ /	-12	0.4%	i	0.9	1%	8%	699	-4%	45	8%	41
> CCn1c(=O)c(C(=O)CN2CCOCC2)c(N)n(Cc2ccccc2)c1=O
→ 4%	/	0.5%	i	2.0	-11%	9%	/	-4%	83	3%	20
> Cc1nc2ccc(S(=O)(=O)N(C)CC(=O)NCCc3ccccc3)cc2s1
→ 0%	-9	-0.3%	i	1.5	-4%	-1%	644	-9%	59	2%	28
> CCOc1ccccc1NC(=O)Cn1c(=O)n(-c2ccc(OC)cc2OC)c(=O)c2c(C)c(C(=O)N(CC)CC)sc21
→ 7%	0	0.1%	i	-0.6	5%	2%	700	0%	57	21%	23
> O=C(CN(c1cccc(C(F)(F)F)c1)S(=O)(=O)c1ccc(Cl)c([N+](=O)[O-])c1)NCc1ccccc1
→ 5%	2	-0.2%	i	43*	12%	22%	615	8%	38*	3%	8
> O=Cc1cccn1-c1ncc(Br)cn1
→ 3%	2	0.1%	i	-1.2	12%	-3%	680	-4%	49	19%	22
> O=C1CC(C(=O)Nc2ccc(Cl)c(Cl)c2)S/C(=N\N=C\c2ccco2)N1 (centres undefined)
→ -2%	-4	0.3%	i	2.2	2%	4%	718	-5%	46	14%	48
> C/C(Cc1ccccc1)=N\NC(=O)c1ccc(F)cc1
→ 10%	-13	-0.2%	i	2.5	-8%	2%	603	-5%	90	5%	45
> COc1ccc2nc(NC(=O)C(NS(=O)(=O)c3cccc4nsnc34)C(C)C)sc2c1 (centres undefined)
→ 0%	/	-0.1%	i	0.3	1%	-1%	/	-4%	106	3%	44
> CN(Cc1ccccc1)C(=O)c1ccccc1NC(=O)C1CC1
→ 3%	0	-0.2%	i	1.0	9%	6%	725	1%	66	6%	49
> CC(=O)c1ccc(N2Cc3ccccc3/C2=N\C(=O)Nc2ccccc2)cc1
→ 5%	-9	-0.1%	i	2.2	12%	-10%	633	0%	51	-5%	45
> CC(=O)Oc1cccc(N2C(=O)c3ccc(C(=O)Nc4cccnc4)cc3C2=O)c1
→ 5%	-3	-0.2%	i	0.0	11%	-4%	766	-9%	31	26%	14
> O=C(CSc1nnc(-c2ccc(S(=O)(=O)N3CCCC3)cc2)n1CC1CCCO1)NC1CC1 (centres undefined)
→ 2%	0	-0.3%	i	-1.2	1%	-6%	657	0%	49	24%	65
> COC(=O)C1=C(O)/C(=C\c2ccc(OCC(=O)Nc3ccccc3)cc2)N=C1C
→ 10%	-3	-0.1%	i	0.6	-2%	-4%	650	-7%	59	4%	40
> COc1ccc(NC(=O)Cn2cnc3c(oc4nc5c(cc43)COC(C)(C)C5)c2=O)cc1
→ 3%	9	-0.2%	i	-0.6	-1%	-3%	746	-2%	54	12%	44
> C[N+](C)(C)CCCCCC(=O)/C=N/O
→ 3%	7	-0.3%	i	-1.5	-7%	0%	670	-8%	82	6%	56
> O=C(CN1C(=O)c2ccccc2C1=O)OCCOCCN=C1NS(=O)(=O)c2ccccc21
→ -5%	-3	-0.1%	i	0.6	0%	10%	682	-10%	48	15%	23
> Cc1ccc(-n2c(C)cc(/C=N/NC(=O)CC3(C)OCCO3)c2C)c(C)c1
→ -1%	6	-0.3%	i	-1.9	-2%	-4%	752	-4%	75	14%	15
> COCCNC(=O)CSc1nc2c(n1-c1ccccc1)CCCC2
→ 2%	/	/	i	-0.6	/	/	/	/	83	4%	32
> Cn1nnnc1SCc1cc(=O)[nH]c2ccccc12
→ 7%	/	0.0%	i	0.8	11%	3%	/	-7%	56	-1%	37
> O=c1[nH]c2cc(Cl)c([N+](=O)[O-])nc2[nH]1
→ 7%	6	1.0%	i	1.6	-2%	1%	683	-5%	54	-4%	45
> O=C(Cc1ccc(-c2ccccc2)cc1)Nc1ccccn1
→ 6%	23	0.2%	i	-2.1	-9%	7%	850	-4%	47	23%	37
> CCOc1cccc(CNc2ccc(O)cc2)c1OCc1ccc(Cl)cc1Cl
→ 118µM*	-1	0.2%	i	13	0%	-8%	734	-8%	55	10%	48
> CC(=O)Nc1ccc(Sc2ncccc2C(=O)Nc2ccc(OC(F)(F)F)cc2)cn1
→ -4%	-20	0.1%	i	4.5	-18%	21%	656	0%	58	0%	9
> COc1ccccc1N1CCN(Cc2cc3c(cc2[N+](=O)[O-])OCO3)CC1
→ 4%	-2	0.0%	i	1.0	-7%	-9%	823	-10%	75	24%	63
> CC(=O)N1CCC(N(CCN2CCOCC2)C(=S)Nc2cccc(C)c2)CC1
→ 0%	-9	0.6%	i	0.2	-8%	-12%	579	-8%	52	-1%	49
> Cc1ccc(NC(=S)c2nc3ccccc3[nH]2)cc1
→ 8%	/	1.0%	i	4.2	-5%	7%	/	-4%	60	28%	58
> O=CN1CCN(C(C(=O)NC2CCCCC2)c2ccc(Cl)cc2)CC1 (centres undefined)
→ 1%	/	/	i	0.8	/	/	/	/	62	14%	15
> CC(C)Cn1c(N)c(C(=O)COC(=O)c2ccccc2Cl)c(=O)n(C)c1=O
→ 6%	18	-0.2%	i	4.6	5%	-13%	708	-3%	48	11%	27
> Cc1cc(C)cc(N(C(=O)Cc2cccs2)C(C(=O)NC2CCCCC2)c2ccccn2)c1 (centres undefined)
→ -1%	/	-0.1%	i	3.1	-9%	-5%	/	4%	73	8%	44
> O=[N+]([O-])c1ccccc1/C=C/C=N/n1c(-c2ccccc2F)n[nH]c1=S
→ 28%	2	-0.3%	i	-0.1	5%	-9%	772	-4%	67	16%	29
> COc1ccc(CCC(=O)NCCOc2ccc(C)cc2)cc1
→ 10%	-13	0.0%	i	0.0	-3%	-2%	797	-6%	65	2%	9
> CCCN(C(=O)CCl)C1=CCCCC1
→ 9%	9	-0.1%	i	3.2	-3%	-17%	693	-5%	54	9%	7
> CC(C)(C)NC(=O)C(c1ccc(F)cc1)N(Cc1ccco1)C(=O)c1csnn1 (centres undefined)
→ 9%	/	-0.2%	i	-1.2	2%	11%	/	-3%	91	11%	15
> O=C(CCn1cnc2ccccc2c1=O)Nc1ccc(Cl)c(Cl)c1
→ 11%	5	0.3%	i	-2.2	-1%	0%	768	-3%	97	7%	10
> CCC(C)[C@H]1CNC(=S)N1CCc1cccc2ccccc12 (some centres undefined)
→ 9%	-7	-0.1%	i	9.9	3%	-13%	690	-3%	58	4%	37
> O=C(N/N=C/c1ccc2c(c1)OCO2)c1cc2ccccc2o1
→ 8%	10	0.5%	i	1.5	3%	-9%	777	-6%	55	6%	30
> O=[N+]([O-])c1ccc(N2CCOCC2)cn1
→ -1%	3	0.6%	i	0.6	10%	12%	767	-3%	32	20%	61
> CCSc1nsc(NC(=O)Nc2cccc(OC)c2)n1
→ 4%	0	0.9%	i	16	6%	-15%	776	-10%	49	3%	6
> COc1ccc(C2NCCO2)cc1OC (centres undefined)
→ 7%	/	0.0%	i	2.9	-4%	26%	/	-1%	81	7%	49
> COc1ccc(C2CC(c3ccccc3)=NN2C(=O)c2ccc(Cl)c([N+](=O)[O-])c2)cc1 (centres undefined)
→ 9%	2	0.0%	i	4.4	7%	3%	562	7%	46	7%	44
> CCCN1CCN(CCCNC(=O)CCN2C(=O)COc3ccccc32)CC1
→ 6%	-2	0.2%	i	0.0	7%	0%	659	-3%	74	15%	42
> Cc1ccc(C(=O)NCc2ccccn2)cc1Cl
→ 2%	24	-0.1%	i	-1.3	-1%	6%	726	-7%	80	/	51

# 4 entries from above, as labelled records:
O=C(N/N=C/c1ccc2c(c1)OCO2)c1cc2ccccc2o1
  MgcRacGAP inhibition: 8%
  Hep lipid drop: 10
  GPR55 activation: 0.5%
  T cell modulator: i
  NTR1 ag: 1.5
  GPR55 LPI antagonism: 3%
  GPR35 antagonists: -9%
  Hep lipid drop cells 6.5 µM: 777
  LYP phosphatase: -6%
  NTR1 ag cell count 20 µM: 55
  Large T inhibition: 6%
  T cell modulator vesicle-bound %: 30

O=[N+]([O-])c1ccc(N2CCOCC2)cn1
  MgcRacGAP inhibition: -1%
  Hep lipid drop: 3
  GPR55 activation: 0.6%
  T cell modulator: i
  NTR1 ag: 0.6
  GPR55 LPI antagonism: 10%
  GPR35 antagonists: 12%
  Hep lipid drop cells 6.5 µM: 767
  LYP phosphatase: -3%
  NTR1 ag cell count 20 µM: 32
  Large T inhibition: 20%
  T cell modulator vesicle-bound %: 61

CCSc1nsc(NC(=O)Nc2cccc(OC)c2)n1
  MgcRacGAP inhibition: 4%
  Hep lipid drop: 0
  GPR55 activation: 0.9%
  T cell modulator: i
  NTR1 ag: 16
  GPR55 LPI antagonism: 6%
  GPR35 antagonists: -15%
  Hep lipid drop cells 6.5 µM: 776
  LYP phosphatase: -10%
  NTR1 ag cell count 20 µM: 49
  Large T inhibition: 3%
  T cell modulator vesicle-bound %: 6

COc1ccc(C2NCCO2)cc1OC (centres undefined)
  MgcRacGAP inhibition: 7%
  Hep lipid drop: /
  GPR55 activation: 0.0%
  T cell modulator: i
  NTR1 ag: 2.9
  GPR55 LPI antagonism: -4%
  GPR35 antagonists: 26%
  Hep lipid drop cells 6.5 µM: /
  LYP phosphatase: -1%
  NTR1 ag cell count 20 µM: 81
  Large T inhibition: 7%
  T cell modulator vesicle-bound %: 49

# Compound activity from PubChem BioAssay.
